Vif imaging – HIV Vif self-association inhibitors, primary screen, imaging, HEK293T, single point. HEK293T cells, Vif self-association by quenched fluorescence, 24 h. inhibition, % at 7.49 µM. 0.35% of 340,000 active; in the data active means inhibition above about 50%, passing the limit was not always enough; inconclusive means no clear call, values can overlap the other calls; inactive means below about 31%; further: some results filed as inactive read as strong as hits
CF NFkB inh – inhibitors of PAF-induced NF-kB signaling, primary screen, cell-based, GFP fluorescence, uHTS; KKLEB NF-kB-GFP reporter, GFP fluorescence overnight; 0.86% of 360,000 active; inhibition, % at 5 µM;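 active means at least 50% inhibition at 5 µM, scaled per plate between neutral and stimulator controls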;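 further: PAF is a Pseudomonas aeruginosa culture filtrate used as stimulus; plate controls were PAF-stimulated DMSO wells for no effect and unstimulated DMSO wells for full effect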
Peg3 prom inh – Peg3 promoter-driven luciferase inhibitors, primary screen, cell-based, HeLa, luciferase luminescence. HeLa PEG-Prom luciferase reporter, overnight. inhibition, % at 20 µM. 1.7% of 360,000 active. AID 588405, 2011;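 active means inhibition of at least 50% at 20 µM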
KKLEB cytotox – cytotoxicity in KKLEB CF airway cells, primary screen, cytotoxicity control for CF NF-kB inhibitor project, cell-based, uHTS, fluorescence assay plates. KKLEB CF airway cells viability, ATPlite luminescence, overnight; hits give low values; cells stimulated with P. aeruginosa culture filtrate. 0.36% of 360,000 active. activity change (cytotoxicity), % at 5 µM. AID 602141, 2011;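 active means corrected activity change at or below -50% at 5 µM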
HIF-2a block – HIF-2a reporter inhibitors, primary screen, luminescence, 786-0 RCC cells | 786-0 RCC cells HIF-2a reporter, luciferase luminescence, overnight | inhibition, % at 18.8 µM | 0.72% of 360,000 active;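 active means inhibition of the luminescence signal of 40% or more relative to plate controls, in a single-dose primary screen at 18.75 µM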
MITF TRPM1 inh – inhibitors of MITF-dependent TRPM1 promoter reporter, primary screen, cell-based, SK-MEL-5, single point, luciferase. inhibition, % at 12.5 µM. AID 488899, 2010. SK-MEL-5 TRPM1 promoter luciferase, 24 h. 0.83% of 330,000 active;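 active means mean inhibition across replicates of 60% or more, whatever share of single replicates reaches that level; inconclusive means some that reach 60%, reason not given; inactive means mean inhibition across replicates below 60%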; further: values of inactives mirror those of a sister screen read the other way
PDI turbidity – inhibitors of human PDI, primary screen, biochemical, turbidity, single point, plate reader; Protein disulfide-isomerase (Homo sapiens), P07237; PDI insulin aggregation turbidity, A650, 90 min; inhibition, % at 10 µM; 0.052% of 350,000 active; AID 588391, 2011;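 active means mean inhibition across replicates of 30% or more, whatever share of single replicates reach that level; inconclusive means mean inhibition below 30% while every single replicate reaches 30%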;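 further: absorbance from insulin aggregation driven by PDI reduction with DTT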
Target sequence (P07237 whole entry, looked up): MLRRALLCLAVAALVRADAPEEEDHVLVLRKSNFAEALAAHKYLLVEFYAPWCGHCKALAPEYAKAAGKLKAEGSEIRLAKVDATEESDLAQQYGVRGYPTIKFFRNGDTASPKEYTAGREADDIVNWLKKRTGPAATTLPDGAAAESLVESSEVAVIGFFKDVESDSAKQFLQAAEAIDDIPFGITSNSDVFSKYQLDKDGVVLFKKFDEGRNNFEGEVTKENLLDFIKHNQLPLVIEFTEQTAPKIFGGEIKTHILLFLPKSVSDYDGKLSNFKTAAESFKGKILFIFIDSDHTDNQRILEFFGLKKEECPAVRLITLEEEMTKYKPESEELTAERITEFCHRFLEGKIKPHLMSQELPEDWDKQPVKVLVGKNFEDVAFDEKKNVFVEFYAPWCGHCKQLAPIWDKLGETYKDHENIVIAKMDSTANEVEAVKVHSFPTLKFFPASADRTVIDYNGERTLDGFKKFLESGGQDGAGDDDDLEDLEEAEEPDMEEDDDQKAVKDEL
CaV13 ICDI inh – Disruptors of the CACNA1D IQ motif to Ca2+-dependent inactivation inhibitor domain association, primary screening, Förster resonance energy transfer in intact living … | HEK cells, CFP/YFP FRET ICDI-IQ, plate reader, 10 min; percent FRET-ratio fall versus neutral wells | inhibition, % at 12.3 µM | 0.098% of 340,000 active;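 active means mean replicate inhibition of at least 30% and at least 1% of replicates passing that level; inconclusive means only one of the two criteria is met; inactive means neither criterion is met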;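 further: 0% = median of the neutral control wells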
NR2E3 ag-1 – inhibitors of NR2E3-RetCOR corepressor binding, primary screen, NR2E3 agonist project, biochemical, TR-FRET, GST-NR2E3, biotin-RetCOR. Photoreceptor-specific nuclear receptor (Homo sapiens), Q9Y5X4. 1536-well. inhibition of corepressor binding, % at 4.78 µM. 0.12% of 320,000 active. AID 2300, 2010;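 active means percent inhibition above the cutoff of mean plus 3 SD of all tested compounds, set per screening campaign, cut at about 20% in these data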;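 further: 0% = DMSO wells and 100% = biotin wells as full block of FRET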
Target sequence (Q9Y5X4 whole entry, looked up): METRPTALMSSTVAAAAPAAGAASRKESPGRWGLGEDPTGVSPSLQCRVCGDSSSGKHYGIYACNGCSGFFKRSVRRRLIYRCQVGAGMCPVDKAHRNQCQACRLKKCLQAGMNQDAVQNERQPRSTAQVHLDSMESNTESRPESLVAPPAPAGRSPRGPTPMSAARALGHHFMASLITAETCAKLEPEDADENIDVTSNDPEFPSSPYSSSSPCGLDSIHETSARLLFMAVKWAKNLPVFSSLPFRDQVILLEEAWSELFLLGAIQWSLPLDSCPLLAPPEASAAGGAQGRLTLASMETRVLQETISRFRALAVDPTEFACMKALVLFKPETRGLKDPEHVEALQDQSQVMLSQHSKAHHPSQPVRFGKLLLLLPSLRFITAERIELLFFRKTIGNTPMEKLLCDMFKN
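Assay system: NR2E3–RetCOR corepressor complex. Quantity: 1.35 nM GST-NR2E3. Buffer or medium: pH 7.5 Tris-based buffer. Reagent: biotinylated RetCOR corepressor at 7 nM final. Schedule: 5 h at 4 °C. Detection: TR-FRET, emission read at 617 and 671 nm. Replicates: one well per compound, singlicate testing.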
Shn3 3UTR inh – reduction of Shn3 3'UTR firefly luciferase signal, primary screen, Schnurri-3 inhibitor project, cell-based, Clone20 osteoblasts, set 2. Clone20 osteoblast Shn3 3'UTR firefly luciferase, 24 h. inhibition, % at 12.5 µM. 0.52% of 360,000 active. AID 588674, 2011;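 active means mean inhibition of at least 75% with every replicate also reaching 75%; inconclusive means mean inhibition at least 75% but some replicate below; inactive means mean inhibition below 75%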;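 further: 0% = median of neutral control wells and 100% = pilot-screen positive control compound; some compounds past the cut are filed as inactive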
NR2E3 ag-2 – NR2E3 agonists in two-hybrid cells, primary screen, cell-based, luminescence, CHO-S, Gal4-NCOR/VP16-NR2E3 | inhibition of corepressor binding, % at 3.98 µM | luciferase | AID 602229, 2012 | Photoreceptor-specific nuclear receptor (Homo sapiens), Q9Y5X4 | 0.35% of 360,000 active;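 active means inhibition above the mean of all tested compounds plus 3 SD, cut at about 70% in these data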;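 further: 0% = DMSO with NR2E3 transfected cells and 100% = cells lacking NR2E3 construct; higher means lower luciferase signal from less NR2E3 corepressor binding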
Numbers without * were called inactive; ? = inconclusive; . = not tested or not shown; & = joins results of further samples.

structure	Vif imaging	CF NFkB inh	Peg3 prom inh	KKLEB cytotox	HIF-2a block	MITF TRPM1 inh	PDI turbidity	CaV13 ICDI inh	NR2E3 ag-1	Shn3 3UTR inh	NR2E3 ag-2
CC(=O)C1=C(O)C(=O)N(c2cccc(C(=O)O)c2)C1c1ccc(F)cc1 (stereo unspecified)	4	1	8	-2	6	-17	16	-3	1	-17	-23
O=C(O)c1ccc(-c2noc(-c3ccc(F)cc3)n2)cc1	23	6	-56	-1	-81	-4	-5	-6	1	-179	-119
COc1ccc(OCCCN2CCCCCC2)cc1	2	-18	-33	-1	-18	2	3	-7	-1	6	-26
CC(NC(=O)c1ccncc1)c1ccccc1 (stereo unspecified)	2	1	3	-3	18	4	11	-2	0	-8	0
Cc1cc(=O)oc2c3c(cc(OCC(=O)Nc4cccnc4)c12)OC(C)(C)CC3	7	-3	2	-5	-3	8	.	.	-1	20	-27
Cc1ccc(N(C(C)C(=O)Nc2cc(Cl)ccc2Oc2ccccc2)S(C)(=O)=O)cc1 (stereo unspecified)	9	-1	29	-4	9	9	4	-8	4	0	0
CS(=O)(=O)c1ccc(Cl)c(NC(=O)CSC(=S)N2CCCC2)c1	-4	18	5	6	12	6	7	-10	-1	-6	-6
COc1ccc(Cl)cc1NC(=O)N1CCN(C2CCCCC2)CC1	1	11	-3	-5	-8	6	-4	-3	1	13	-7
O=C1C(=Cc2cccc(Cl)c2)Cc2ccccc21	-3	-6	-101	-5	-186	.	.	-10	.	-34	-20
O=C1OCCN1C(=O)[C@H]1[C@H](c2ccc([N+](=O)[O-])cc2)C(c2cccc(Cl)c2)=NN1c1ccc(Br)cc1	-10	-22	11	-9	4	10	-5	-7	.	5	-18
O=C(NCCCCc1ccccc1)C1CC(c2ccccc2[N+](=O)[O-])=NO1 (stereo unspecified)	-4	4	-16	-3	-19	6	15	-10	-3	-1	-17
O=C(CCC(=O)N1CCOCC1)c1ccc(F)cc1	-7	10	-27	8	-38	-25	-2	4	2	-15	-26
COc1ccc(CNC(=O)CN(c2ccccc2)S(=O)(=O)N(C)C)cc1	16	3	9	11	7	3	3	-4	-1	-6	-12
CCN(CC(=O)NCc1ccc(Cl)cc1)C(=O)CSc1ccc(Br)cc1	.	-3	30	-5	3	8	-5	.	-2	3	8
COc1ccccc1NC(=O)CN1CCC(C(=O)c2ccc(F)cc2)CC1	-8	14	9	-3	8	1	-2	-3	5	8	-10
COCCNc1nc(NCc2ccc(NC(C)=O)cc2)c2sccc2n1	14	-7	20	13	12	.	-6	-6	.	-20	-40
Cc1cc(C(=O)COC(=O)CN(C)S(=O)(=O)c2ccc(Cl)cc2)c(C)n1Cc1cccs1	4	3	2	3	-19	-2	-8	.	3	-13	-4
Cc1ccc(C(=O)N(Cc2nc3ccccc3c(=O)[nH]2)C2CCCC2)cc1	-2	-5	13	1	18	16	-39	?	3	37	-33
CC(=O)Nc1ccc(OCc2cn(CC(=O)c3ccc(O)cc3)nn2)cc1	-1	10	-11	5	2	.	7	-5	.	-4	5
O=C1N(c2ccc(Cl)cc2)C(c2ccc(Cl)cc2)N2CCCN12 (stereo unspecified)	9	11	18	-4	17	9	-4	-3	0	3	-9
CC(C)Cc1nnc(NC(=O)CN2C(=O)c3ccccc3C2=O)s1	-9	5	3	-3	10	8	-3	-6	1	-22	-8
O=C(Nc1ccc(F)cc1)C1CCN(C(=O)NCc2ccccc2)CC1	1	-9	-11	4	3	0	9	-5	1	-4	-14
O=C(c1ccc(N2CCCC2=O)cc1)N1CCOCC1	8	21	14	-2	15	2	-5	1	-4	-46	-33
COc1cccc2c1C(=O)c1c(O)c3c(c(O)c1C2=O)CC(O)(C(C)=NNC(=O)c1ccc(Cl)c(Cl)c1)CC3OC1CC(N)C(O)C(C)O1 (stereo unspecified)	14	81*	98*	-53*	33	82*	2	-6	.	72	-107
CCc1ccc(C(=O)NN(C(=O)c2ccc(CC)cc2)C(C)(C)C)cc1	4	-12	0	8	19	-3	-7	-5	2	11	-3
CCN1CCN(Cc2ccc(NC(=O)c3ccc(C)c(NC(=O)c4ccno4)c3)cc2C(F)(F)F)CC1	0&-17	56*	18&-3	-4&-13	12&0	-6	1&1	-5&-5	2	18&19	37&57
O=C(Nn1c(SCc2cccc([N+](=O)[O-])c2)nc2ccccc2c1=O)c1ccccc1	23	6	-158	16	-134	-24	0	-3	2	-73	-130
C(=C\c1nnc(-c2cccs2)o1)/c1ccccc1	0	-26	-329	9	-194	-122	5	-7	-1	-51	-120
O=c1ccn(Cc2ccccc2Cl)cc1	1	-2	0	6	13	6	-2	.	2	15	-23
COc1ccc(Cc2c(-c3ccc(OC)c(OC)c3)nc3c(C)cc(Br)cn23)c(C)c1	.	-4	2	-15	27	.	.	-12	.	-3	-15
COc1ccccc1CNC(=O)C(=O)NCC1OCCN1S(=O)(=O)c1ccc2c(c1)OCCO2 (stereo unspecified)	.	-8	11	4	-1	.	.	-8	2	1	8
CN(CC(=O)NCc1ccccn1)S(=O)(=O)c1ccccc1	-4	-4	3	0	-16	-7	6	.	-1	4	-7
COCc1c(C(=O)N/N=C(/C)c2ccc(OCc3ccccc3)cc2)nnn1-c1nonc1N	21	-3	-201	-2	-215	-52	-7	-3	1	-33	-76
CC(C)(C)n1nnnc1C(c1cccc(C#N)c1)N1CCCCCC1 (stereo unspecified)	-18	8	20	10	7	3	-2	-5	1	12	6
COCCN(C(=O)CSc1nnc(-c2cccc(C)c2)n1C)c1c(N)n(Cc2ccccc2)c(=O)[nH]c1=O	-7	16	4	-6	16	12	2	8	-3	-17	4
CCc1nc2c(OCc3ccc(Cl)cc3)cccn2c1N(C)C(=O)c1ccco1	-8	-16	-2	9	-8	.	-9	-5	.	-24	27
CC1(C(=O)NC2CCCC2)CCC(=O)N1CCCn1ccnc1 (stereo unspecified)	.	6	0	-6	14	.	.	-11	.	-19	-13
Cc1ccc(NC(=O)CNC(=O)c2cccs2)nc1	4	2	-41	8	-14	-7	-3	-6	-4	-23	16
O=C(O)CN1C(=O)C(=O)N(Cc2cccc(F)c2)C1=O	-10	-3	2	16	16	-7	16	-2	1	-10	-40
Cc1ccccc1OCc1nnc(SC(C)C(=O)O)n1-c1ccccc1 (stereo unspecified)	.	-14	-10	-6	20	.	2	-10	.	-5	22
COc1ccc(OC)c(C(c2nnnn2CC2CCCO2)N2CCN(C)CC2)c1 (stereo unspecified)	13	5	-1	8	14	9	-1	-1	3	-4	12
O=c1cc(CO)oc(CN2CCN(CCO)CC2)c1O	5	-1	7	11	4	-1	-4	-4	2	-5	16
CC(CCN1CCN=C1N(C)C)c1ccccc1 (stereo unspecified)	-14	2	-7	-4	6	7	1	-11	1	-15	-11
CC(C)CNC(=O)CC(=O)N/N=C/c1cccs1	-1	13	3	1	13	-2	6	-4	0	17	-13
COc1ccc(C(=O)N/C(=C\c2cn(S(=O)(=O)N(C)C)c3ccccc23)C(=O)N2CCN(C)CC2)cc1	3	10	-5	0	4	4	4	-15	-1	5	21
CC[C@@]1(C(=O)OC)N[C@H](CN(C)S(=O)(=O)c2ccc(C(C)(C)C)cc2)[C@@H]2C(=O)N(Cc3ccccc3)C(=O)[C@@H]21	.	3	-13	1	16	9	-17	-3	.	20	-1
CC[C@H](C)C(C(=O)N1CCN(C(=O)OC(C)(C)C)CC1)n1cc(C(CO)NC(=O)OC(C)(C)C)nn1 (stereo partly specified)	-2	18	2	-3	16	0	5	-11	8	-6	-13
Cc1ccc(-c2ccccc2)n1-c1cccc(C(=O)O)c1	-6	-2	-91	13	-71	-42	6	-3	2	-23	-81
CC(C)NC(=O)c1ccc(Sc2ccccc2)c([N+](=O)[O-])c1	-1	11	12	5	22	5	1	0	-2	8	-15
O=C(O)C1CCCN(S(=O)(=O)c2cccc3cccnc23)C1 (stereo unspecified)	-1	1	-1	0	-1	-5	7	24	0	-1	4
NC(=O)CN1CCCN(S(=O)(=O)c2ccc(Br)cc2)CC1	15	7	8	3	10	9	18	.	1	-1	-3
CCSc1nnc(NC(=O)c2cc(C)on2)s1	0	16	-9	-10	8	4	-3	-8	2	-2	-2
O=C(Cn1cccn1)c1ccccc1	-5	0	9	7	17	-6	2	-5	-2	-21	-22
CCN(/N=C/c1ccc(Cl)cc1)c1cc(=O)n(C)c(=O)[nH]1	-1	-11	-14	6	1	16	-7	14	0	-21	11
CCCNC(=O)c1cccc(Cn2nc(C)c(Br)c2C)c1	-4	2	5	-4	12	9	-1	-5	-5	-7	-18
CN(C)CCC(=O)c1ccc2c(c1)OCO2	6	2	2	-2	2	-4	-9	-8	1	-35	-18
Cn1cnc2c1c(=O)n(Cc1c(Cl)cccc1Cl)c(=O)n2C	-17	5	-3	-5	35	0	-11	-2	-2	-6	26
COc1ccc(-c2[nH]ncc2/C=C(/C#N)C(=O)NC2CCCCCC2)cc1	-18	29	50*	-15	19	-3	20	.	-1	23	-26
O=C(CSc1ccc([N+](=O)[O-])cn1)Nc1cc(C(F)(F)F)ccc1N1CCOCC1	-5	19	-2	-11	7	11	-6	-3	1	16	-17
O=C(CN1CCN(Cc2ccccc2F)C1=O)NCCN1CCOCC1	.	15	4	-6	14	.	-1	-5	3	-21	5
Cc1ccc(NC(=O)CSc2nnc(-c3ccco3)c(-c3ccco3)n2)cc1	4	13	23	1	-15	15	-7	-7	1	18	-41
Oc1[nH]c2ccccc2c1N=Nc1ccccn1	-11	-19	-194	14	-157	-28	1	-3	.	-35	-30
CC(=O)N=Cc1c(C)c(C#N)c(=O)n(C)c1O	-6	7	15	8	8	-2	-4	-5	-2	-23	-28

Assay outcomes (PubChem)
